From PubChem
M4 antag: antagonists of human muscarinic M4 receptor (CHRM4). P08173. inhibition, % at 3 µM. CHO-hM4 cells, ACh EC80, Fluo-8 calcium fluorescence. 360,000 compounds, 0.73% hits;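 active = inhibition above its plate's cutoff, the mean inhibition of sample wells plus 3 SD, cut at about 27% in these data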;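 note: 0% = acetylcholine EC80 with DMSO and 100% = DMSO without agonist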
M5 ag: CHRM5 agonism in calcium assay | P08912 | CHO-K1 hM5 cells, Fluo-8 calcium fluorescence; 0% DMSO wells, 100% maximal acetylcholine response | activation, % at 3 µM | 360,000 compounds, 0.19% hits;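 active = activation above the run's mean over test compounds plus 3 SD, cut at about 23% in these data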;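 note: signal is peak over basal fluorescence ratio across the kinetic read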
CRFR2-BP antag: antagonists of CRF-binding protein/CRF-R2 receptor complex; HEK293 CRF-R2/CRF-BP, CRF-induced calcium fluorescence; inhibition, % at 11.8 µM; 350,000 compounds, 0.59% hits; AID 588475;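 active = inhibition of the ligand-induced calcium signal above about 50% at the single tested concentration, limit read from the data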
M5 antag: blocks acetylcholine activation of human M5 receptor; P08912; CHO-hM5 cells, Fluo-8 calcium fluorescence, ACh EC80; inhibition, % at 3 µM; 360,000 compounds, 0.59% hits;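 active = inhibition above a per-plate cutoff, the mean of that plate's test compounds plus 3 SD, cut at about 27% in these data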;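 note: 0% = acetylcholine EC80 with DMSO and 100% = DMSO without agonist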
M4 ag: CHRM4 agonism in calcium assay; P08173; CHO-K1 hM4/Gqi5, Fluo-8 calcium fluorescence; vehicle 0%, full acetylcholine response 100%; activation, % at 3 µM; 360,000 compounds, 0.14% hits; AID 624127;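 active = activation above the run mean over all test wells plus 3 SD, cut at about 32% in these data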;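 note: peak over basal fluorescence ratio per well then scaled between controls; 0% = DMSO wells and 100% = acetylcholine at EC100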
IDE inh: inhibits human insulin-degrading enzyme in HEK cells; P14735; inhibition, % at 5.59 µM; 320,000 compounds, 0.41% hits; FAbetaB cleavage, fluorescence polarization;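 active = percent inhibition above the average of all tested compounds plus 3 SD, set per screening campaign, cut at about 16% in these data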;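 note: IDE supplied by intact live HEK cells; FP after avidin binding of uncleaved biotin substrate so inhibition keeps polarization high; 0% = DMSO wells and 100% = 60 µM reference IDE inhibitor Ii1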
Target sequence (P14735 whole entry, looked up): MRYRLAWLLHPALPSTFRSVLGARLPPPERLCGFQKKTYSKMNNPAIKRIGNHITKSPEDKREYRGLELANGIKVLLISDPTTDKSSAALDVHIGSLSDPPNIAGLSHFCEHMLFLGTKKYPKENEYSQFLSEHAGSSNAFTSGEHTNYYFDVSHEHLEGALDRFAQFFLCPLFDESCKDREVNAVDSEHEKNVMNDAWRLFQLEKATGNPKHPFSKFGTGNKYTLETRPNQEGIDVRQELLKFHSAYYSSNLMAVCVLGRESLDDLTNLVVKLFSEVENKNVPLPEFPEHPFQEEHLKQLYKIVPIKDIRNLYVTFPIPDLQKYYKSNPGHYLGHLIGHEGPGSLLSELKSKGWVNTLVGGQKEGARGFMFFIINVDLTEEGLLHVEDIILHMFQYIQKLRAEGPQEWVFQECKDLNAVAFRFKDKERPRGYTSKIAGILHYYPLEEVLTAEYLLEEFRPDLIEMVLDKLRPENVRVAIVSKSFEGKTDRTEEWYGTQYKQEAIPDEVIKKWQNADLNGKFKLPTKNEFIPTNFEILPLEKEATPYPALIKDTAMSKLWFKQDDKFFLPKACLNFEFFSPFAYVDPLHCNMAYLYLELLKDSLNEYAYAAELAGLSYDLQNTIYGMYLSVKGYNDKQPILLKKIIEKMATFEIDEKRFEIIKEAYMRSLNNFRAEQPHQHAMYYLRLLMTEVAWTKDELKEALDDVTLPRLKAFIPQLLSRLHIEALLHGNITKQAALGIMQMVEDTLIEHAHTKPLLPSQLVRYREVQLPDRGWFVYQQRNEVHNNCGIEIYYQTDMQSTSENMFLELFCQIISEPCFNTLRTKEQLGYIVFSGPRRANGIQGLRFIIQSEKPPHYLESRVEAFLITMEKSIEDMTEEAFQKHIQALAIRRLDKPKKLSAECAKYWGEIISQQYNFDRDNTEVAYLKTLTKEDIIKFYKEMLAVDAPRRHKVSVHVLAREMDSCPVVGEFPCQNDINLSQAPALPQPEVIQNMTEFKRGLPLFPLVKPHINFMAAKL
CHRM5 PAM: potentiates acetylcholine response at human M5 receptor | 360,000 compounds, 0.3% hits | CHO-K1 hM5, Fluo-8 calcium, ACh EC20 PAM; 0% = ACh EC20, 100% = ACh EC100 | activation, % at 3 µM;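 active = activation above the run cutoff, the mean activation of all test compounds plus 3 SD, cut at about 18% in these data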
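System: CHO-K1 cell line with stable human muscarinic M5 receptor expression | Also added: EC20 acetylcholine as agonist stimulus | Compound: One concentration, 3 µM final (nominal) | Timing: Fluo-8 loading 80 min at 37 °C plus 30 min room temperature | Measured by: Fluo-8 calcium dye fluorescence, kinetic read | Read-out basis: % activation, ACh-normalized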
CRFBP-R2 agonist: agonists of human CRF-binding protein/CRF-R2 receptor complex | HEK293 CRF-R2/CRF-BP, calcium dye fluorescence (FLIPR); percent of saturating CRF peptide response | activation, % at 13.2 µM | 350,000 compounds, 0.46% hits | AID 588473;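 active = activation of at least 50%, plus an integration ratio under a set limit after plate pattern correction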;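 note: plate controls were neutral control wells without compound for no effect and CRF at EC100 for full effect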
CHRM4 PAM: potentiates acetylcholine response at human M4 receptor | P08173 | CHO-K1 hM4/Gqi5, Fluo-8 calcium fluorescence, ACh EC20; 0% = ACh EC20, 100% = maximal ACh | activation, % at 3 µM | 360,000 compounds, 0.4% hits;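 active = activation above its plate's cutoff, the mean activation of sample wells plus 3 SD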; note: some results filed as inactive read as strong as hits
Starred values were filed as active, the others as inactive.

Screening CCOc1ccccc1OCCn1ncc2ccc(OC)c(OC)c2c1=O returned M4 antag 7.4, M5 ag 1.3, CRFR2-BP antag -4.4, M5 antag -0.9, M4 ag 1.7, IDE inh -1.1, CHRM5 PAM 5.9, CRFBP-R2 agonist -0.8 and CHRM4 PAM -1.4.
Screening O=C1CC(c2ccccc2)CN1C(=O)c1cccnc1 (configuration not stated) returned M4 antag -4.6, M5 ag 2.3, CRFR2-BP antag 5.9, M5 antag -5.0, M4 ag 0.9, IDE inh 1.2, CHRM5 PAM 18.7*, CRFBP-R2 agonist 4.0 and CHRM4 PAM 18.1.
COc1ccccc1NC(=O)COc1cc(C)nc(C(C)C)n1 was read as M4 antag -21.1, M5 ag -1.4, CRFR2-BP antag -0.5, M5 antag -5.9, M4 ag -0.1, IDE inh 10.0, CHRM5 PAM 0.5, CRFBP-R2 agonist 2.0 and CHRM4 PAM 14.4.
For CSc1ccccc1NC(=O)CCn1c(=O)oc2ccccc21 the results were M4 antag 3.7, M5 ag -2.6, CRFR2-BP antag 1.5, M5 antag -2.8, M4 ag 1.3, IDE inh 4.6, CHRM5 PAM 5.1, CRFBP-R2 agonist -1.7 and CHRM4 PAM -0.2.
`CCc1nc2c(OCc3ccc(OC(F)F)cc3)cccn2c1N(C)C(=O)c1cccs1` gave M4 antag -2.0, M5 ag -2.3, M5 antag 6.5, M4 ag 0.1, CHRM5 PAM -5.1 and CHRM4 PAM -3.5.
For Cc1ccc(N2C(=O)C3C4C=CC(C4)C3C2=O)cc1 (configuration not stated) the results were M4 antag -3.8, M5 ag -2.8, CRFR2-BP antag -3.1, M5 antag 0.1, M4 ag 0.8, IDE inh 0.5, CHRM5 PAM -4.1, CRFBP-R2 agonist -0.8 and CHRM4 PAM 14.6.
For O=C1N[C@@H](Cc2ccccc2)COC(=O)[C@@H](Cc2ccc(F)cc2)C/C=C\C[C@@H]1CC(=O)N(CCO)Cc1ccccc1 the results were M4 antag 16.6, M5 ag 13.3, CRFR2-BP antag -10.3, M5 antag 4.5, M4 ag 27.8, IDE inh 1.6, CHRM5 PAM -10.3, CRFBP-R2 agonist 2.7 and CHRM4 PAM 2.8.
`CC1CN(C(=O)COC(=O)COc2ccc(C#N)cc2)CC(C)O1` (configuration not stated) gave M4 antag -2.3, M5 ag -1.4, CRFR2-BP antag 7.8, M5 antag 13.7, M4 ag 1.2, IDE inh -6.8, CHRM5 PAM -2.3, CRFBP-R2 agonist 0.0 and CHRM4 PAM 3.3.
For CCOc1ccc(C2c3cc(OC)c(OC)cc3CC(=O)N2c2ccccc2)cc1 (configuration not stated) the results were M4 antag 6.2, M5 ag 0.0, CRFR2-BP antag 17.3, M5 antag -2.7, M4 ag 0.1, IDE inh -2.1, CHRM5 PAM 6.9, CRFBP-R2 agonist -0.7 and CHRM4 PAM 7.5.
For Clc1cccc(Oc2ncc(CN3CCOCC3)s2)c1 the results were M4 antag 13.8, M5 ag -1.9, CRFR2-BP antag -12.5, M5 antag 5.8, M4 ag 0.6, IDE inh -8.6, CHRM5 PAM -1.6, CRFBP-R2 agonist -0.3 and CHRM4 PAM -5.6.
For Cc1nn(-c2ccccc2)c(NC(=O)c2cccs2)c(-c2ccccc2Cl)c1=O the results were M4 antag 1.0, M5 ag -3.3, CRFR2-BP antag 111.0*, M5 antag 8.3, M4 ag 0.5, IDE inh 5.4, CHRM5 PAM -4.2, CRFBP-R2 agonist 2.6 and CHRM4 PAM 1.8.
`C[C@H]1CN([C@@H](C)CO)C(=O)Cc2cc(NC(=O)CCC(F)(F)F)ccc2O[C@H]1CN(C)C(=O)Nc1ccc(F)cc1` gave M4 antag 3.2, M5 ag 0.9, CRFR2-BP antag 6.2, M5 antag 12.2, M4 ag 0.4, IDE inh 5.0, CHRM5 PAM -3.0, CRFBP-R2 agonist 1.8 and CHRM4 PAM 6.1.
CCOc1ccc(NC(=O)N2CCC(c3nc4ccccc4o3)CC2)cc1 was read as M4 antag -3.1, M5 ag -2.3, CRFR2-BP antag -4.8, M5 antag 9.8, M4 ag 5.1, IDE inh -1.9, CHRM5 PAM -4.1, CRFBP-R2 agonist -1.7 and CHRM4 PAM -6.6.
Screening CCn1c(SCC(=O)Nc2ccc3c(c2)OCCO3)nnc1-c1ccncc1 returned M4 antag -4.5, M5 ag -1.4, CRFR2-BP antag -4.6, M5 antag -3.0, M4 ag 0.2, IDE inh -4.8, CHRM5 PAM 1.5, CRFBP-R2 agonist 0.6 and CHRM4 PAM 2.3.
CN(C)c1ccc(C(=O)N=c2sccn2C)cc1[N+](=O)[O-] was read as M4 antag 0.6, M5 ag -2.5, CRFR2-BP antag -0.5, M5 antag 0.1, M4 ag 0.9, IDE inh 3.2, CHRM5 PAM 1.1, CRFBP-R2 agonist -0.1 and CHRM4 PAM 10.8.
CCCCOCCCNC(=O)C[C@@H]1C[C@@]2(C(=O)OC)CCCCC=C2N(CCc2ccc(OC)c(OC)c2)C1=O was read as M4 antag 24.3, M5 ag 0.5, M5 antag 11.2, M4 ag 15.2, CHRM5 PAM -17.3 and CHRM4 PAM -9.4.
Screening COc1ccc2c(c1)cc(C(=O)N[C@@H](Cc1ccccc1)C(=O)O)n2C returned M4 antag -1.3, M5 ag 0.8, CRFR2-BP antag 16.0, M5 antag 12.2, M4 ag -0.4, IDE inh 1.1, CHRM5 PAM -2.8, CRFBP-R2 agonist -0.9 and CHRM4 PAM -0.4.
`N#CC1=C(N)NC(SCC(=O)c2ccc(Cl)cc2)=C(C#N)C12CCCC2` gave M4 antag 3.7, M5 ag 9.3, CRFR2-BP antag -22.7, M5 antag -1.6, M4 ag 10.3, IDE inh 1.8, CHRM5 PAM -3.1, CRFBP-R2 agonist -0.3 and CHRM4 PAM -1.8.
`Cc1cccc(CN2CCSCC2)c1` gave M4 antag -6.5, M5 ag -3.4, CRFR2-BP antag -2.0, M5 antag 5.9, M4 ag 0.5, IDE inh 1.2, CHRM5 PAM 4.7, CRFBP-R2 agonist -0.7 and CHRM4 PAM -0.3.
Cc1ccccc1C(=O)Nc1cccc(-c2ccc(N3CCOCC3)nn2)c1 was read as M4 antag -1.6, M5 ag -1.2, CRFR2-BP antag -1.8, M5 antag 5.8, M4 ag 2.0, IDE inh 7.2, CHRM5 PAM -3.4, CRFBP-R2 agonist -0.6 and CHRM4 PAM 10.8.
`Cc1c(C(=O)Nc2ccc(Cl)cc2)c2ccccn2c1C(=O)c1ccccc1` gave M4 antag 7.7, M5 ag 3.4, CRFR2-BP antag -31.2, M5 antag -3.0, M4 ag -1.4, IDE inh -1.8, CHRM5 PAM 5.0, CRFBP-R2 agonist 1.7 and CHRM4 PAM -8.1.
`CC(=O)N1CCN(c2cc(-c3ccccc3)nc3cc(-c4cccc(Cl)c4)nn23)CC1` gave M4 antag -10.5, M5 ag 1.1, CRFR2-BP antag 1.3, M5 antag -6.4, M4 ag 1.1, CHRM5 PAM 9.4, CRFBP-R2 agonist -1.6 and CHRM4 PAM 1.4.
`CCc1ccccc1NC(=O)CSc1nc2cc(C(=O)NCC3CCCO3)ccc2c(=O)n1CC1CCCO1` (configuration not stated) gave M4 antag -3.1, M5 ag 0.4, CRFR2-BP antag -5.0, M5 antag 2.6, M4 ag 3.6, CHRM5 PAM -3.1, CRFBP-R2 agonist -0.7 and CHRM4 PAM -3.4.
Cn1c(=O)c2cc(NC(=O)NCc3ccc(F)cc3)ccc2n1C/C=C/c1ccccc1 was read as M4 antag -12.4, M5 ag -0.3, M5 antag -11.0, M4 ag 1.4, CHRM5 PAM 3.7 and CHRM4 PAM 10.9.
`NC(=O)c1ccc2nc(-c3ccccc3)c(-c3ccccc3)nc2c1` gave M4 antag -8.4, M5 ag -4.4, CRFR2-BP antag 52.2*, M5 antag 2.5, M4 ag 0.8, IDE inh 4.8, CHRM5 PAM 1.6, CRFBP-R2 agonist -1.2 and CHRM4 PAM 4.9.
`CN(C)C(=O)CSc1ccc(S(=O)(=O)N2CCCC2)cn1` gave M4 antag -4.7, M5 ag 2.6, CRFR2-BP antag 9.7, M5 antag -9.9, M4 ag -0.3, CHRM5 PAM 5.3, CRFBP-R2 agonist 3.1 and CHRM4 PAM 10.4.
`c1ccc(Nc2ccnc(Nc3ccccc3)n2)cc1` gave M4 antag -0.6, M5 ag 2.4, CRFR2-BP antag -10.3, M5 antag 15.9, M4 ag 9.9, IDE inh 3.7, CHRM5 PAM -23.3, CRFBP-R2 agonist -1.9 and CHRM4 PAM -31.3.
For Cc1cn([C@H]2C[C@H](O)[C@@H](CCC(=O)NCCc3cccs3)O2)c(=O)[nH]c1=O the results were M4 antag 1.8, M5 ag 2.3, M5 antag -1.3, M4 ag 0.9, CHRM5 PAM 2.2 and CHRM4 PAM 4.7.
CCCNC(=O)CCc1cc(C(C)(C)C)c(O)c(C(C)(C)C)c1 was read as M4 antag 1.0, M5 ag -3.0, CRFR2-BP antag -0.3, M5 antag -8.0, M4 ag -1.1, IDE inh 6.0, CHRM5 PAM 4.1, CRFBP-R2 agonist 2.1 and CHRM4 PAM -1.6.
`CCOC(=O)c1c(NC(=O)CSc2nnc(C)s2)sc2c1CCC(C)C2` (configuration not stated) gave M4 antag -13.5, M5 ag 0.2, CRFR2-BP antag -0.2, M5 antag -6.7, M4 ag -0.2, IDE inh 1.4, CHRM5 PAM -3.8, CRFBP-R2 agonist 2.0 and CHRM4 PAM 6.5.
Screening COc1ccc(NC(=O)CN(c2ccc([N+](=O)[O-])cc2)S(=O)(=O)c2ccccc2)c(OC)c1 returned M4 antag -3.0, M5 ag -2.9, CRFR2-BP antag -24.8, M5 antag 0.1, M4 ag -0.4, IDE inh 9.6, CHRM5 PAM -4.7, CRFBP-R2 agonist -1.9 and CHRM4 PAM 2.1.
For CCn1c(-c2cccnc2)n[nH]c1=S the results were M4 antag 8.1, M5 ag 1.8, CRFR2-BP antag 8.5, M5 antag 0.3, M4 ag 0.6, IDE inh -6.7, CHRM5 PAM -0.2, CRFBP-R2 agonist 0.7 and CHRM4 PAM 4.8.
Screening CC(=O)N(C)c1nc(N)n(-c2ccccc2)n1 returned M4 antag -12.9, M5 ag 1.4, CRFR2-BP antag -4.8, M5 antag 1.8, M4 ag 0.9, IDE inh -0.2, CHRM5 PAM -4.8, CRFBP-R2 agonist -2.2 and CHRM4 PAM 1.4.
`O=C(CSc1nccn(-c2ccc(F)c(F)c2)c1=O)NC1CCCC1` gave M4 antag -14.6, M5 ag 0.1, CRFR2-BP antag 0.9, M5 antag 2.5, M4 ag 0.7, CHRM5 PAM -6.0, CRFBP-R2 agonist -0.7 and CHRM4 PAM 6.7.
Screening O=C1NC(c2ccccc2Br)=N/C1=C\c1ccco1 returned M4 antag -13.1, M5 ag -3.1, CRFR2-BP antag 5.2, M5 antag -0.7, M4 ag 1.6, IDE inh 7.8, CHRM5 PAM 5.2, CRFBP-R2 agonist -0.3 and CHRM4 PAM 0.6.
`C#CCOCCOCCOCCNc1nc(N2CCN(C(=O)[C@H](CCCCN)n3cc(CCCC)nn3)CC2)nc(N2CCN(C(=O)[C@H](CCCCN)n3cc(CCC(=O)O)nn3)CC2)n1` gave M4 antag -9.0, M5 ag 4.5, CRFR2-BP antag 2.7, M5 antag 3.4, M4 ag 0.7, IDE inh -0.4, CHRM5 PAM 2.2, CRFBP-R2 agonist -0.5 and CHRM4 PAM -4.2.
